Bioassay records deposited in PubChem BioAssay by Broad Institute.
RAD52 inh: blocks human RAD52 DNA annealing. P43351. recombinant RAD52 DNA annealing, FRET fluorescence. inhibition, % at 18.7 µM. 360,000 compounds, 0.46% hits;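 active = every replicate showing at least 50% inhibition; inconclusive = mean inhibition at least 50% but not in every replicate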
Target sequence (P43351 whole entry, looked up): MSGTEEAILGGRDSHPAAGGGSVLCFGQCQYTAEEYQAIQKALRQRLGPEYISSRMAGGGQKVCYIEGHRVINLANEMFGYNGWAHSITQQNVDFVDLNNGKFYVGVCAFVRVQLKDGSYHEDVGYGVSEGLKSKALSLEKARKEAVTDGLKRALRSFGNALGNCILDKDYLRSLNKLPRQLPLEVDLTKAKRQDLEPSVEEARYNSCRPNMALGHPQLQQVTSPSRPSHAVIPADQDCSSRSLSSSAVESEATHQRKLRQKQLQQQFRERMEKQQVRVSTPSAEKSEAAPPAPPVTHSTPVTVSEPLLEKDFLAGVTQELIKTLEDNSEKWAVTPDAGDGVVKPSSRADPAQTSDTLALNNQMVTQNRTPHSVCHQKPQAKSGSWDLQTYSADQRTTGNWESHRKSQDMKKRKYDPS
DENV2 CPE rescue: protects cells from dengue virus 2 cytopathic effect; 350,000 compounds, 1.7% hits; CPE inhibition, % at 9.99 µM; DENV2-infected cells, cytopathic effect rescue, plate reader; in the data active = CPE inhibition above about 20%, passing the limit was not always enough; inconclusive = no clear call, values can overlap the other calls; tested in BHK-21 cells;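 also: 0% = median of neutral control wells and 100% = median of positive control wells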
F508del corr: CFTR F508del correction in bronchial cells; CFBE cells, YFP halide quenching; stimulated with forskolin plus potentiator P3; % fluorescence drop versus neutral controls; activity (quench increase), % at 7.58 µM; 350,000 compounds, 0.36% hits;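 active = mean added fluorescence quench of at least 8% versus neutral control, with both replicates also reaching 8%; inconclusive = only one of the mean or replicate conditions met; inactive = mean below 8% and not both replicates reaching 8%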;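 also: cells transiently co-express mutant CFTR-F508del with the halide-sensitive YFP; corrector assay measuring rescue of mutant channel to the surface after 24 h compound exposure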
RAD54 inh: blocks human RAD54 Holliday junction branch migration; FAM/BHQ fluorescence; inhibition, % at 10.4 µM; Q92698; 360,000 compounds, 0.14% hits;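 active = mean normalized replicate activity at least 40 and at least half of replicates scoring 40 or more; inconclusive = only one of the two criteria met; inactive = mean below 40 and under half of replicates reaching 40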;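 also: 0% = median of neutral control wells and 100% = median of positive control wells; inhibitors cause a drop in the FAM fluorescence signal; in these data hits start at about 50%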
Casp6 inh: inhibitors of human caspase-6. P55212. purified caspase-6, Z-VEID-R110 cleavage fluorescence. inhibition, % at 12.5 µM. 350,000 compounds, 0.53% hits;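 active = mean inhibition across replicates at least about 35%, with every replicate also reaching that limit, limit read from the data; inconclusive = only one of the two criteria met; inactive = neither criterion met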;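 also: 0% = median of neutral control wells and 100% = no fluorescence left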
Target sequence (P55212 24-179 limits assumed): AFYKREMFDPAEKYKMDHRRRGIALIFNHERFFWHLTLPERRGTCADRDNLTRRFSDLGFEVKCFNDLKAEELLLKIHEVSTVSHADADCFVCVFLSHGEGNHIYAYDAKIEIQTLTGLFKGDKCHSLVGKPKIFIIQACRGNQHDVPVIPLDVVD
Target sequence (P55212 194-293 limits assumed): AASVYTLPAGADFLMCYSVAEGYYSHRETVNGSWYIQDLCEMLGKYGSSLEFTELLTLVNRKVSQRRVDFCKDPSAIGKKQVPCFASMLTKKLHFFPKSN
GSIS activator: primary screen for activators of insulin secretion dependent on glucose, INS-1E cells, GLuc reporter luminescence; activation, % at 16.6 µM; INS-1E GLuc reporter insulin secretion, 2-3 h; 370,000 compounds, 0.61% hits;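 active = lowest replicate activation of at least 40%, so every replicate reaches that level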;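 also: 0% = median of neutral control wells and 100% = median of IBMX positive control wells; some compounds called inactive have numbers as strong as hits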
XiGFP reactiv: activators of X-chromosome reactivation in mouse fibroblasts | 360,000 compounds, 0.055% hits | XiGFP mouse fibroblasts, % GFP-positive cells imaging, 3 d; cells co-treated with 5-aza-dC sensitizer; scaled so ellipticine positive control = 100% | activation, % at 7.58 µM;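 active = mean normalized replicate activation at least 10% and every replicate at or above 10%; inconclusive = only one of the two criteria met; inactive = mean below 10% and not all replicates reach 10%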;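 also: 0% = median of on-plate neutral control wells and 100% = ellipticine 6 µM median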
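Material: XiGFP fibroblasts, SV40-immortalized; Buffer or medium: DMEM containing 5-aza-dC; Compound dosing: single point; Times: 3 days compound exposure.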
E-selectin induc: E-selectin induction on HUVECs; P16581; HUVEC E-selectin immunofluorescence imaging; normalized: neutral wells 0, TNF-alpha wells 100; activation, % at 7.58 µM; 260,000 compounds, 0.37% hits;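 active = mean E-selectin-positive cell signal at least 10% of the positive control, reached in at least 60% of replicates, without over 20% cell loss; inconclusive = no rule given, readout overlaps actives, possibly toxicity-flagged; inactive = the rest, including those meeting only one limit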;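 also: in these data hits start at about 27%; measured in HUVEC primary endothelial cells; signal is the percent of cells scored E-selectin positive by PE staining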
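System: HUVEC, human umbilical vein endothelial cells; quantity: 3,000 cells/well; buffer or medium: EGM-2 medium, gelatin-coated wells; dosing: single-point compound dose; detection: immunofluorescence imaging; evaluation: % PE-positive cells; benchmarks: TNF-alpha, DMSO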
Starred values were filed as active, the others as inactive; ? = inconclusive; nt = no result given.

SMILES	RAD52 inh	DENV2 CPE rescue	F508del corr	RAD54 inh	Casp6 inh	GSIS activator	XiGFP reactiv	E-selectin induc
Cc1ccc(NC(=O)CN(C)S(=O)(=O)c2ccc3[nH]c(=O)oc3c2)c(C)c1	-21	16	-0.4	3	2	10	0.0	nt
O=C1NC[C@H](Cc2ccccc2)N(CC2CCN(CCc3ccccc3)CC2)C1=O	-7	?	2.0	4	-4	-5	0.5	0.3
Cc1nn(-c2ccccn2)c2c1C(c1ccccc1Cl)C1=C(N2)c2ccccc2C1=O (configuration not stated)	-3	-1	nt	nt	3	6	0.1	1.2
Cc1cc(NC(=O)CSc2nnc(N)s2)c([N+](=O)[O-])cc1C	-12	-11	-3.2	2	1	-3	0.1	nt
C[C@@H]1CCCCO[C@@H](CN(C)Cc2ccncc2)[C@H](C)CN([C@H](C)CO)C(=O)c2cc(NC(=O)c3ccncc3)ccc2O1	-6	-1	0.5	4	0	12	0.1	-0.3
CCOc1ccc(/C=N/NC(=O)c2cc3c(OC)cc(OC)cc3[nH]2)cc1OC	-2	4	nt	4	-1	5	0.3	4.2
O=C(Nc1cccc(F)c1)N1CCC(n2c(=O)[nH]c3ccccc32)CC1	-1	11	-1.1	nt	-6	-28	0.2	nt
COc1cc(/C=N/NS(=O)(=O)c2ccccc2)c(OC)c(OC)c1	-12	3	-0.9	3	2	23	0.0	0.0
CCN(c1ccccc1)S(=O)(=O)c1ccc(Cl)c(NC(=O)COC(=O)c2ccc[n+]([O-])c2)c1	-32	1	nt	nt	2	-9	0.1	0.0
COc1cccc(NC(=O)N2CC(=O)N3[C@H](CO)[C@H](c4ccc(C#CC5CCCCC5)cc4)[C@H]3C2)c1	-7	-1	1.5	nt	-1	-27	0.2	-0.8
COc1ccc(S(=O)(=O)N(C)C[C@H]2OCCCC[C@H](C)Oc3ccc(NC(=O)CCCN(C)C)cc3C(=O)N([C@@H](C)CO)C[C@H]2C)cc1	-1	8	1.5	6	-4	7	0.0	0.3
COc1ccc(NC(=O)N(C)C[C@@H]2Oc3ccc(NC(=O)Nc4ccc(F)cc4)cc3CC(=O)N([C@H](C)CO)C[C@@H]2C)cc1	-6	-3	-1.5	3	1	-9	-0.4	0.1
O=C(COc1ccc2c(c1)OCO2)Nc1ccccc1C(F)(F)F	2	-5	1.1	nt	-1	1	0.2	-1.5
Cc1ccc(-n2nnc3c(=O)n(CC(N)=O)cnc32)cc1	-15	6	2.1	1	-3	-8	0.0	nt
Cc1cccc(N2CC(C(=O)Nc3ccc(S(=O)(=O)N4CCCCC4)cc3)CC2=O)c1C (configuration not stated)	-10	1	1.4	19	4	-27	0.1	0.0
COc1ccc(CN(C)C[C@@H]2Oc3ccc(NS(=O)(=O)c4ccc(C)cc4)cc3C(=O)N([C@H](C)CO)C[C@H]2C)cc1	19	-5	1.6	2	0	21	-0.9	1.6
Cc1cc(C(=O)C(=O)N(C)C)c(C)n1-c1ccc(Cl)c(Cl)c1	-32	-1	4.6	4	2	-5	0.1	nt
COC(=O)[C@@]12CCCCN1[C@H](c1ccc(-c3ccc(F)cc3)cc1)[C@H]1C(=O)N(C)C(=O)[C@H]12	-24	39*	-1.1	-3	0	0	0.0	nt
O=[N+]([O-])c1cccc(-c2nnc(-c3ccc4c(c3)OCO4)o2)c1	-6	-11	nt	nt	1	10	0.0	nt
O=C(c1ccncc1)N1CC[C@@H]2[C@H](CO)Nc3ccc(Br)cc3[C@@H]21	nt	2	0.8	-9	nt	3	0.1	0.1

Single records (already shown). Order of screens: RAD52 inh, DENV2 CPE rescue, F508del corr, RAD54 inh, Casp6 inh, GSIS activator, XiGFP reactiv, E-selectin induc
Cc1ccc(NC(=O)CN(C)S(=O)(=O)c2ccc3[nH]c(=O)oc3c2)c(C)c1 across the screens: -21, 16, -0.4, 3, 2, 10, 0.0, nt
Cc1cc(NC(=O)CSc2nnc(N)s2)c([N+](=O)[O-])cc1C across the screens: -12, -11, -3.2, 2, 1, -3, 0.1, nt
COc1cccc(NC(=O)N2CC(=O)N3[C@H](CO)[C@H](c4ccc(C#CC5CCCCC5)cc4)[C@H]3C2)c1 across the screens: -7, -1, 1.5, nt, -1, -27, 0.2, -0.8

Continued.
SMILES	RAD52 inh	DENV2 CPE rescue	F508del corr	RAD54 inh	Casp6 inh	GSIS activator	XiGFP reactiv	E-selectin induc
CCN(CC(=O)Nc1c(F)cccc1F)C(=O)c1ccc(-c2ccccc2)cc1	-8	0	0.7	nt	3	-7	0.5	-2.1
Cc1ccc(N(C)S(=O)(=O)c2cccc(C(=O)OCC(=O)N(C)Cc3ccccc3)c2)cc1	-41	-10	-3.3	-3	-3	-39	0.1	-0.2
Cn1cc(C[C@H](NC(=O)OC(C)(C)C)C(=O)N[C@@H](CO)Cc2ccccc2)c2ccccc21	0	14	-0.4	7	5	nt	-0.1	0.8
O=C(C[C@H]1CC[C@H]2[C@@H](COC[C@@H](O)CN2CCC(F)(F)F)O1)N1CCC(Cc2ccccc2)CC1	11	1	-2.9	6	-7	-18	-0.1	-0.1
O=C(NC1CCCCCC1)C1Cc2ccccc2CN1C(=O)c1ccco1 (configuration not stated)	4	-6	-0.2	nt	4	-6	0.3	nt
C[C@@H]1CN([C@@H](C)CO)C(=O)c2cc(NC(=O)Nc3ccccc3)ccc2O[C@@H](C)CCCCO[C@@H]1CN(C)C(=O)Nc1ccc2c(c1)OCO2	5	-11	-0.7	-1	-2	-4	0.0	nt
C[C@@H]1CN([C@@H](C)CO)S(=O)(=O)c2ccc(C#CCN(C)C)cc2O[C@H]1CN(C)Cc1ccc2c(c1)OCO2	-8	-1	1.3	0	2	-3	-0.5	0.7
COC(=O)c1c(NS(=O)(=O)c2ccccc2)csc1C	-1	1	-0.3	nt	-3	28	-0.1	0.1
O=C(c1cccc(N2C(=O)C3CC=CCC3C2=O)c1)N1CCCc2ccccc21 (configuration not stated)	-7	-3	0.5	-5	7	-47	0.0	3.3
COc1ccc(C2c3ccc4ccccc4c3Oc3ncn(CCN4CCOCC4)c(=N)c32)cc1OC (configuration not stated)	5	-6	-0.2	nt	1	nt	0.4	nt
Cc1ccc(C2=NCCn3nc4cc(C(F)(F)F)ccc4c32)cc1	-9	-5	1.2	-8	-51	-1	0.1	0.2
O=[N+]([O-])c1cc(C(F)(F)F)ccc1NCC1CCCO1 (configuration not stated)	-95	-2	-1.4	-8	-5	-13	0.0	1.1
COc1ccc(OC)c(NC(=O)COC(=O)c2ccc(OC)c(S(=O)(=O)N3CCCC3)c2)c1	1	-2	-0.6	-3	0	10	0.3	nt
COc1c(Cl)cc(Cl)cc1/C=N/NC(=O)c1nnn(-c2nonc2N)c1CN1CCC(C)CC1	4	-1	-2.6	4	-1	-1	0.2	nt
Cc1ccccc1NC(=O)Nc1cnccn1	-4	2	-0.5	6	-5	4	0.1	nt
COc1ccc(CCNC(=O)c2cccc(Br)c2)cc1OC	9	1	4.5	-5	1	24	0.1	nt
CC(C)CC(=O)[C@@H](O)Cc1ccc(O)cc1	-3	-3	-0.5	nt	-2	7	0.2	3.4
COc1cccc(-c2csc(N3CCN(CC(=O)Nc4ccc5c(c4)OCO5)CC3)n2)c1	-24	0	0.7	3	0	4	nt	nt
O=C(C1CC(=O)N(c2ccccc2)C1)N1CCCCCC1 (configuration not stated)	0	-2	-2.5	-1	-4	8	0.2	-0.2
COc1cccc(-n2cc(CN(C)Cc3nc(Cc4cccc(F)c4)no3)cn2)c1	5	-3	-0.6	4	-1	-25	0.0	-0.1
O=C(Cc1ccsc1)NCC(=O)Nc1ccc(F)c(F)c1	-23	-1	-2.3	-3	5	-1	0.1	0.8
CCN(CC)S(=O)(=O)c1ccc(C(O)=C(C#N)c2nc3ccccc3n2C)cc1	-5	-4	0.4	nt	1	0	0.2	-0.1
CC(C)C#Cc1ccc([C@H]2[C@H](CO)N3CCCCN(C(=O)Nc4ccccc4)C[C@@H]23)cc1	20	-12	1.7	-7	-2	-14	0.3	-0.7
FC(F)(F)c1nnc2ccc(N3CCCCC3)nn12	-9	-2	0.5	-3	-2	nt	0.0	nt
COc1ccc(NC(=O)Nc2cccc(C)n2)cc1	-17	5	2.1	2	-1	0	0.0	?
Cc1ccc(N(CC(O)CN2CCCC2)S(=O)(=O)c2ccc(C)cc2)cc1 (configuration not stated)	17	nt	nt	6	-2	-15	nt	nt
O=C(Cn1cnc2ccccc2c1=O)NCc1cccs1	-11	0	-0.8	2	1	-6	0.0	2.6
Cc1noc(C)c1S(=O)(=O)Nc1cccc2c1O[C@H](CN(C)C(=O)Nc1ccc(F)cc1)[C@H](C)CN([C@@H](C)CO)C2=O	-20	6	0.1	7	0	-29	0.0	-2.9
Oc1ccc(Br)cc1/C=N/n1c(-c2ccccc2)n[nH]c1=S	-1	1	-3.2	5	7	30	0.0	0.1
CCCc1nc(C)cc(N2CCN(c3ccccc3)CC2)n1	-7	17	0.4	-21	3	-21	0.1	0.0
O=C(c1ccccc1F)N1CC(=O)N2[C@@H](CO)[C@H](c3ccc(-c4ccc(F)cc4)cc3)[C@@H]2C1	-1	7	-0.7	nt	6	-7	0.3	-0.1
Cc1cc(C)c2cc(C(=O)N3CCC(Cc4ccccc4)CC3)[nH]c2c1	-12	1	-6.1	-2	2	8	0.3	0.9
CNC(=O)C[C@H]1C(=O)N(C2CCCCC2)C[C@@H]1c1ccc(Br)cc1	-12	-2	3.0	nt	2	3	-0.1	-0.1
Cc1cccc(C2CN(C)CCc3c2cc(O)c(O)c3Cl)c1 (configuration not stated)	-1	14	1.5	13	1	-15	-0.2	0.1
CCC1CCCCN1C(=O)COC(=O)COc1ccc(Br)cc1 (configuration not stated)	2	-3	-1.3	7	2	14	0.3	2.1
COCCNC(=O)c1cnn2c(C(F)F)cc(-c3ccccc3)nc12	-6	-3	nt	nt	0	7	0.1	nt
CCOc1ccc(C(C)=O)cc1CN1C(=O)NC2(CCCCCC2)C1=O	-44	12	1.6	2	-3	2	0.0	nt
O=C(NCc1ccc(F)cc1)C(=O)NCC(c1ccco1)N1CCOCC1 (configuration not stated)	-13	2	2.9	-8	1	6	0.1	nt
CCOC(=O)N1CCN(C(=O)c2ccc3nc(-c4ccccc4)c(-c4ccccc4)nc3c2)CC1	-7	-3	0.8	6	-1	5	0.0	nt
CC(C)NC(=O)N(C)C[C@H]1Oc2ccc(NC(=O)Nc3ccc4c(c3)OCO4)cc2CC(=O)N([C@@H](C)CO)C[C@@H]1C	5	-1	-1.3	5	0	7	0.0	0.0
O=C(CC(=O)N/N=C/c1c(F)cccc1Cl)NCCc1ccccc1	-6	-2	0.4	-2	0	-10	-0.1	nt
Cc1ccc(NC(=O)COC(=O)CN2C(=O)C3CCCCC3C2=O)cc1S(=O)(=O)N1CCOCC1 (configuration not stated)	nt	nt	nt	-7	nt	-13	0.0	1.0
O=C(Cc1ccc(Cl)cc1)NNC(=O)C1CC=CCC1C(=O)O (configuration not stated)	-7	4	-1.5	-2	-1	19	0.3	0.8
O=C(C[C@@H]1C[C@H]2c3cc(NS(=O)(=O)c4ccc(F)cc4)ccc3O[C@H]2[C@H](CO)O1)NCc1cc(F)ccc1F	-3	-2	-1.2	-4	-2	-14	0.1	-0.6
